# From PubChem
# S1P1 ag-PAM = S1P1 (human) agonism or agonism potentiation; P21453; S1P1 CRE-bla cells, forskolin, beta-lactamase FRET, potentiator mode; S1P1 agonist co-added at EC20, 2 nM; 100% = saturating reference agonist, 0% = basal; activation, % at 9.5 µM; hit rate 0.57% among 56,000; AID 449;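 active means activation above a cutoff set at the mean activation of all tested compounds plus 3 SD, cut at about 54% in these data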;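 further: forskolin at 4 µM as EC80 and the EC20 agonist is SEW2871; 100% = SEW2871 at its EC100 plus forskolin at EC80; some compounds past the cut are filed as inactive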
# 5HT1E ag = 5-HT1E (human) receptor agonism | CHO 5-HT1E Ga15 NFAT-bla reporter, FRET; 0% DMSO wells, 100% control agonist wells | activation, % at 6 µM | P28566 | AID 574 | hit rate 0.69% among 65,000;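 active means activation above a set limit, the screen-wide mean activation plus 3 SD, cut at about 8.5% in these data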;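 further: 100% = positive control agonist at 1 µM giving full maximal response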
# 5-HT1A blocker = blocks the human serotonin 5-HT1a receptor; CHO 5-HT1a Ga15 NFAT-bla reporter, antagonist mode; hit rate 0.68% among 62,000; P08908; inhibition, % at 10 µM;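 active means inhibition above the mean of all tested compounds plus 3 SD, cut at about 43% in these data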;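 further: receptor stimulated by 5-CT agonist at 100 nM near EC80; beta-lactamase reporter measured by ratiometric fluorescence of a cleavable substrate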
# RORA act = RORA (human) activation | CHO-K1 Gal4-RORA LBD luciferase reporter, luminescence; percent increase over mock-subtracted basal signal | activation, % at 10 µM | hit rate 1.5% among 65,000 | AID 560;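 active means activation above the mean of all tested compounds plus 3 SD, cut at about 49% in these data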;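 further: 0% = DMSO-treated RORA cells and 100% = added signal equal to DMSO minus mock-transfected cells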
# 5HT1E antag = antagonists of human 5-HT1E serotonin receptor | CHO 5-HT1E Ga15 NFAT-bla reporter, FRET, antagonist | inhibition, % at 6 µM | hit rate 0.99% among 65,000;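 active means inhibition above a set limit, the mean inhibition across every tested compound plus 3 SD, cut at about 29% in these data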;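 further: signal is the 460 over 535 nm emission ratio of beta-lactamase substrate; 0% = agonist plus DMSO wells and 100% = wells without agonist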
# SF1 activator = activates the human nuclear receptor SF-1; CHO-K1 Gal4-SF-1 LBD luciferase reporter; % increase over DMSO SF-1-specific signal; Q13285; activation, % at 10 µM; hit rate 1.9% among 65,000;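 active means activation above the mean activation of all tested compounds plus 3 SD, cut at about 50% in these data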
# Target sequence (Q13285 whole entry, looked up, the tested form may be a part): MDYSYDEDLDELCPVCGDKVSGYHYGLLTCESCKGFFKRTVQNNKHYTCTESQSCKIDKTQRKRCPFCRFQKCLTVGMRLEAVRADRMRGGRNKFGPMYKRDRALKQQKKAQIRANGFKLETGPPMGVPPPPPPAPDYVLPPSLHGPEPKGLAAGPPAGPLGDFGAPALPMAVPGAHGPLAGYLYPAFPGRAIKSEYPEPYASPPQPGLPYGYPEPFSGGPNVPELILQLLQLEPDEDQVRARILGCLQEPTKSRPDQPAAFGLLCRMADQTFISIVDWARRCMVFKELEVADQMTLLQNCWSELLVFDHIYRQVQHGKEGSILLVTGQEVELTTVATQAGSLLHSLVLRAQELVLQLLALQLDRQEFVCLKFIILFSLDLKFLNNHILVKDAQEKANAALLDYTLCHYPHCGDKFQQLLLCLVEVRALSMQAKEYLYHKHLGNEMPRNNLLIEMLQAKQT
#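 Test system: transient Gal4-SF-1 LBD reporter, CHO-K1; Amount: 4,000 CHO-K1 cells per well; Doses: 10 µM only; Timing: compound exposure 20 h at 37 °C; Signal: luciferase light emission; Read-out basis: percent activation relative to DMSO median and mock-transfected background; Control set: DMSO negative control and −SF1 background wells; Replicates: one test per compound.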
# AP ELISA ortho = orthogonal test for alternative complement pathway inhibitors. hit rate 0.08% among 62,000. inhibition, % at 5 µM. AID 1235. Human serum alternative complement pathway, LPS-coated ELISA, C3 deposition; tested in compound mixtures;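 active means inhibition above 30% in each of the two pooled mixtures holding the compound, so the lower value exceeds 30%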;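 further: 0% = serum in Mg-EGTA without compound and 100% = EDTA serum blank; some compounds past the cut are filed as inactive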
#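 Assay system: Human serum alternative complement pathway, C3 deposition on LPS-coated wells | Incubation: 1 h serum-compound exposure at 37 °C | Doses: 5 µM per compound in ten-compound mixtures | Read-out: Percent inhibition | Technique: ELISA with HRP anti-human C3 antibody, TMB substrate, absorbance 450 nm | Replication: Two pool placements per compound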
# S1P3 agonist = activates the human S1P3 receptor; S1P3 NFAT-BLA reporter cells, agonism, FRET ratio; relative to 1 µM S1P, basal subtracted; hit rate 0.1% among 60,000; activation, % at 4.5 µM; AID 373; Q99500;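 active means activation above the screen-wide mean plus 3 SD, cut at about 4.5% in these data, passing the limit was not always enough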; further: some compounds called inactive have numbers as strong as hits
# Target sequence (Q99500 whole entry, looked up): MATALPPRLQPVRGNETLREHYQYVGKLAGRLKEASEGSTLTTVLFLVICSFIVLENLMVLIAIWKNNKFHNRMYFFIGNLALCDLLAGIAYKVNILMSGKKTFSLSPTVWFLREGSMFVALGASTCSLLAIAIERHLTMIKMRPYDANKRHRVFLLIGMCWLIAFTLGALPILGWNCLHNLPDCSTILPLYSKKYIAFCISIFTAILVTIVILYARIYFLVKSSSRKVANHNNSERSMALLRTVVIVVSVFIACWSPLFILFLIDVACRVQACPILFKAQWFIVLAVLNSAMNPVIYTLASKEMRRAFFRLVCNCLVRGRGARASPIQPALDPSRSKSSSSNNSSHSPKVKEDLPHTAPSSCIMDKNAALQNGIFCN
#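 material = human S1P3 NFAT-BLA reporter CHO cells | schedule = 4 h compound at 37 °C, 2 h substrate at RT | measured by = fluorescent BLA substrate, ex 405 nm, em 460/535 nm ratio | controls = 1 µM S1P reference | replication = primary once, confirmation triplicate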
# Ecoli tolC = growth inhibitors of E. coli BW25113 tolC mutant | OD615 | growth inhibition, % at 10 µM (by protocol) | hit rate 2.2% among 65,000 | AID 573;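 active means growth inhibition at or above a cutoff equal to the mean over every tested compound plus 3 SD, cut at about 60% in these data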;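 further: growth measured after 20 h incubation at 37 °C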
#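 signal = optical density read at 615 nm | test system = E. coli ΔtolC::kan strain BW25113 | timing = 20 h compound exposure of bacteria at 37 °C | buffer or medium = LB medium plus 50 µg/mL kanamycin | compound dosing = 10 µM final, single dose | evaluation = % inhibition of E. coli growth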
# * marks the source's active call; other numbers are inactive results; . = no result given; & = joins results of further samples.
1	COC(=O)c1[nH]c2ccc(C)cc2c1NC(=O)CN1CCN(c2ccccc2)CC1
2	CC(C)(C)NC(=O)c1cc(NC(=O)c2ccco2)cc(NC(=O)c2ccco2)c1
3	CCOc1ccccc1NC(=O)N1CCCC1C(=O)Nc1nnc(CC)s1 (centres undefined)
4	O=C(CCNS(=O)(=O)c1ccc(Br)cc1)NCc1ccc2c(c1)OCO2
5	Cn1c(Cn2cnc(Cl)c2Cl)nc2ccccc21
6	COCCCn1c(SCC(=O)N(C)C)nnc1-c1ccccc1
7	Cc1cc(N2CCN(c3ccccc3F)CC2)nc2cc(O)ccc12
8	Cc1ccc(NCc2nnc(SCC(=O)Nc3cccc(O)c3)n2CC2CCCO2)c(C)c1 (centres undefined)

Screen / compound no.	1	2	3	4	5	6	7	8
S1P1 ag-PAM	-18	-1	.	18	3	-1	2	-8
5HT1E ag	1.1	-1.5	-0.4	-0.6	-0.5	-0.4	1.1	-0.3
5-HT1A blocker	-9	-2	-6	-4	.	-9	-1	-34
RORA act	-9	1	-2	-9	-3	-2	-6	-20
5HT1E antag	0	10	8	-6	-11	-2	-18	-6
SF1 activator	2	22	3	-5	-13	8	-3	-3
AP ELISA ortho	14	-1	7	11	.	-2	21	12
S1P3 agonist	2.2	-0.1	.	1.3	-0.9	0.5	-0.7	-0.3
Ecoli tolC	-13	11	-3	14	0	-20	40	8

9	O=C1CC(c2cccnc2)c2cc3c(cc2N1)OCO3 (centres undefined)
10	Cc1cccc(-n2c(=O)[nH]c3c(C(N)=O)nc(C(C)C)nc32)c1
11	CCC(=O)N(CC)c1nc(-c2ccc(OC)cc2)cs1
12	Cc1ccc(-c2csc3ncnc(Sc4nnc(CN5CCCCCC5=O)o4)c23)cc1
13	O=C(O)C1=C(C(=O)Nc2ccc(F)c(Cl)c2)CCCC1
14	COCCOC(=O)C1=C(C)NC(=O)N(C(C)=O)C1c1ccc(Cl)cc1 (centres undefined)
15	COC(=O)[C@H](Cc1ccccc1)NC(=O)Nc1ccc(S(N)(=O)=O)cc1
16	CN(C)c1cccc(NC(=O)CCc2ccccc2)c1

Screen / compound no.	9	10	11	12	13	14	15	16
S1P1 ag-PAM	-14	-4	11	93*	-2	6	7	-2
5HT1E ag	0.7	4.6	-0.8	-0.2	-1.1	0.2	0.1	-0.2
5-HT1A blocker	-3	-19	20	76*	2	2	-3	-11
RORA act	-7	-6	44	-57	6	-7	20	3
5HT1E antag	-3	8	17	48*	0	3	0	2
SF1 activator	2	2	27	-71	-8	0	2	2
AP ELISA ortho	9	.	4	4	13	-2	-11	14
S1P3 agonist	-1.6	-0.5	-0.6	-2.5	-0.4	-1.0	-0.2	0.2
Ecoli tolC	-12	2	18	61*	-9	-9	-10	-13

17	Cc1nc2c(C(=O)NCc3ccc(F)cc3)c[nH]n2c(=O)c1Cl
18	CCOC(=O)CCCNC(=O)COC(=O)c1cccc(C)c1O
19	COc1ccc(NC(=O)C2CC(=O)N(c3cc(C)ccc3C)C2)cc1 (centres undefined)
20	CCOC(=O)N1CCC(NC(=O)c2ccc(NC(=O)C3CCCO3)cc2)CC1 (centres undefined)
21	CCS(=O)(=O)N1CCC(NC(C)=O)(c2ccccc2)CC1
22	O=C(C1CCC(=O)N1Cc1cccnc1)N1CCN(c2ccc(F)cc2)CC1 (centres undefined)
23	CC1(C)Cc2c(C#N)c(OCC(=O)c3ccccc3)nc(-c3ccoc3)c2CO1
24	Cc1ccc(S(=O)(=O)N(CCO)Cc2cc3ccc(C)c(C)c3[nH]c2=O)cc1

Screen / compound no.	17	18	19	20	21	22	23	24
S1P1 ag-PAM	.	.	13	.	2	-14	8	7
5HT1E ag	0.3	-1.4	0.3	-0.3	-0.1	0.5	-0.7	1.4
5-HT1A blocker	-8	-13	-6	0	1	-3	.	-1
RORA act	1	-6	-14	-1	12	22	-12	5
5HT1E antag	-3	4	-3	2	-3	0	22	-1
SF1 activator	-1	-12	-11	2	-5	-5	-12	-8
AP ELISA ortho	5	15	8	-1	7	11	.	-9
S1P3 agonist	.	.	-2.4	.	-0.1	-0.8	-6.5	-0.7
Ecoli tolC	19	4	4	0	-15	-12	11	11

25	COC(=O)c1ccc(NC(=O)CN2CCN(c3ccccc3)CC2)cc1
26	O=C(CSc1nnc(-c2c[nH]c3ccccc23)o1)N1CCCCC1
27	COc1cc2c(C(=O)NCc3ccc4c(c3)OCO4)cn(CC(C)C)c(=O)c2cc1OC
28	c1ccc(Oc2cccc(OCCCn3cncn3)c2)cc1
29	O=C(O)c1cc(-c2ccccc2)nc2ccccc12
30	O=C(Nc1nc2ccccc2n1CCN1CCCCC1)c1ccco1
31	O=C(NCC1COc2ccccc2O1)C1C2C=CC3(CN(Cc4ccccc4Cl)C(=O)C13)O2 (centres undefined)
32	Cc1cc(C(=O)N2CCN(c3ccccn3)CC2)c(C)o1

Screen / compound no.	25	26	27	28	29	30	31	32
S1P1 ag-PAM	-2	27	-35	-19	-7	4	.	-8
5HT1E ag	0.4	0.8	0.4	-0.9	-0.3	-0.3	0.6	0.0
5-HT1A blocker	12	-11	-17	3	.	31	-12	-10
RORA act	-19	26	-17	11	-21	3	8	-6
5HT1E antag	0	8	16	7	3	5	4	3
SF1 activator	1	10	4	20	-4	-19	7	5
AP ELISA ortho	16	-16	11	13	3	26	10	12
S1P3 agonist	-0.8	-0.7	-0.6	-0.2	-1.8	-0.6	.	-0.4
Ecoli tolC	-3	10	-9	9	-2&-10	-3	8	6

# 7 entries already listed, arranged by the number in 5-HT1A blocker, lowest first:
no. | canonical_smiles | 5-HT1A blocker
18 | CCOC(=O)CCCNC(=O)COC(=O)c1cccc(C)c1O | -13
31 | O=C(NCC1COc2ccccc2O1)C1C2C=CC3(CN(Cc4ccccc4Cl)C(=O)C13)O2 (centres undefined) | -12
16 | CN(C)c1cccc(NC(=O)CCc2ccccc2)c1 | -11
1 | COC(=O)c1[nH]c2ccc(C)cc2c1NC(=O)CN1CCN(c2ccccc2)CC1 | -9
3 | CCOc1ccccc1NC(=O)N1CCCC1C(=O)Nc1nnc(CC)s1 (centres undefined) | -6
2 | CC(C)(C)NC(=O)c1cc(NC(=O)c2ccco2)cc(NC(=O)c2ccco2)c1 | -2
20 | CCOC(=O)N1CCC(NC(=O)c2ccc(NC(=O)C3CCCO3)cc2)CC1 (centres undefined) | 0

# (more compounds)
33	O=C(NCc1ccco1)c1nc(-c2ccccc2)n(-c2ccccc2)n1
34	Cc1csc(NC(=O)C2CCCN(S(=O)(=O)c3cnc[nH]3)C2)n1 (centres undefined)
35	COc1cc2nc(CN3C(=O)c4ccccc4C3=O)oc(=O)c2cc1OC
36	CCCCCSc1nc2c(cnn2-c2ccccc2)c(=O)[nH]1
37	CC(C)(C)OC(=O)N1CCOCCOCCN(C(=O)OC(C)(C)C)CCOCCOCC1
38	CC(CCC(=O)Nc1nncs1)C(=O)O (centres undefined)
39	CCC(C)SCc1nc2ccccc2[nH]1 (centres undefined)
40	CCOC(=O)C1=C(C)NC(=O)NC1c1ccc(OC)c(CN2CCOCC2)c1 (centres undefined)

Screen / compound no.	33	34	35	36	37	38	39	40
S1P1 ag-PAM	3	-8	-1	13	-14	-4	-19	-3
5HT1E ag	-0.3	0.2	-0.3	-0.2	0.5	0.8	-0.6	0.1
5-HT1A blocker	12	-5	8	-1	6	5	3	1
RORA act	4	-7	-14	-7	-10	-11	-3	24
5HT1E antag	5	-8	-5	7	0	-5	0	5
SF1 activator	-5	24	-9	-2	-11	6	0	0
AP ELISA ortho	4	20	-9	4	-2	-5	18	1
S1P3 agonist	0.3	0.8	-1.6	-0.5	-0.7	2.2	-1.5	0.1
Ecoli tolC	10	-8	4	-6	-20	-12	-5	-10

# Quoted from the listing.
# Entry of cpd 40 in 5HT1E antag: 5
# Entry of cpd 39 in S1P3 agonist: -1.5
# Entry of cpd 37 in 5HT1E antag: 0
# Entry of cpd 36 in 5HT1E antag: 7

# Later entries
41	Cc1ccc(C)c(NC(=O)CN(C)S(=O)(=O)c2ccc(F)cc2)c1
42	COC(=O)c1c(NC(=O)CSc2nnnn2C)sc(C)c1C
43	O=C(C1CCN(c2ccc(N3CCOCC3)nn2)CC1)N1CCc2ccccc2C1
44	CC1CCN(C(=O)COc2ccccc2F)CC1
45	Cc1cc(=O)n2c(n1)OC(CO)C2 (centres undefined)
46	Clc1ccc2nc(N3CCN(c4ccccc4)CC3)sc2c1
47	CC1CCc2nc(N)c(C#N)c(-c3ccncc3)c2C1 (centres undefined)
48	CCOP(=O)(c1ccccc1)C1(C#N)CCCC1 (centres undefined)

Screen / compound no.	41	42	43	44	45	46	47	48
S1P1 ag-PAM	2	-9	11	-23	-10	-6	-32	10
5HT1E ag	0.6	-0.9	-1.1	0.9	-0.5	1.0	0.6	0.0
5-HT1A blocker	-10	13	8	4	4	1	-14	.
RORA act	-21	5	-14	21	-1	28	-18	-6
5HT1E antag	0	9	-8	-8	-10	-1	-3	-6
SF1 activator	-6	2	3	16	-14	72*	1	4
AP ELISA ortho	13	-14	5	1	2	4	11	.
S1P3 agonist	-0.4	-0.4	0.4	0.3	-0.6	-0.5	0.0	-3.6
Ecoli tolC	-20	2	-8	-16	-16	0	-1	7

49	Cc1noc(C)c1COC(=O)c1ccc2c(c1)S(=O)(=O)c1ccccc1C2=O
50	CC(C)CCn1c(=S)[nH]c2ncccc2c1=O
51	O=C(CN1C(=O)CSC1=O)Nc1ccc(C(=O)O)cc1
52	Cc1cccc(Cn2c(=O)c3c(nc4n3CCCN4Cc3ccccc3)n(C)c2=O)c1
53	CC1CCN(S(=O)(=O)c2ccc(S(=O)(=O)NCC3COCCO3)cc2)CC1 (centres undefined)

Screen / compound no.	49	50	51	52	53
S1P1 ag-PAM	-30	6	5	6	-3
5HT1E ag	0.5	0.0	-0.5	1.1	26*
5-HT1A blocker	-7	7	5	10	-18
RORA act	-6	8	-11	7	-13
5HT1E antag	25	0	-4	-13	5
SF1 activator	-15	3	-5	-7	-12
AP ELISA ortho	13	-6	2	1	-8
S1P3 agonist	1.8	-0.8	0.4	-1.0	-0.5
Ecoli tolC	0	-2	-22	74*	-2

# Molecules above that contain a tert-butyl group, in the order listed:
2	CC(C)(C)NC(=O)c1cc(NC(=O)c2ccco2)cc(NC(=O)c2ccco2)c1
37	CC(C)(C)OC(=O)N1CCOCCOCCN(C(=O)OC(C)(C)C)CCOCCOCC1

Screen / compound no.	2	37
S1P1 ag-PAM	-1	-14
5HT1E ag	-1.5	0.5
5-HT1A blocker	-2	6
RORA act	1	-10
5HT1E antag	10	0
SF1 activator	22	-11
AP ELISA ortho	-1	-2
S1P3 agonist	-0.1	-0.7
Ecoli tolC	11	-20
